PAFAH2 inh – PAFAH2 (human) inhibition; Q99487; recombinant PAFAH2, FP-rhodamine activity probe, fluorescence polarization; inhibition, % at 3.39 µM; 0.99% of 340,000 active; AID 492956;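 active = inhibition above the mean over all tested compounds plus 3 SD, cut at about 30% in these data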;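 also: inhibitors block probe labeling of enzyme so polarization drops; 0% = enzyme with DMSO and 100% = wells lacking PAFAH2 protein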
LYPLA2 counter – counter-screen for PME1 inhibitors: inhibitors of human LYPLA2. recombinant LYPLA2, FP-Rh probe fluorescence polarization. inhibition, % at 5.9 µM. 0.38% of 320,000 active;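 active = inhibition above the screen-wide mean plus 3 SD, limit set per campaign, cut at about 26% in these data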;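 also: 0% = LYPLA2 with DMSO and 100% = wells lacking LYPLA2 enzyme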
LYPLA1 inh – counter-screen for PME1 inhibitors: inhibitors of human LYPLA1; O75608; recombinant LYPLA1, FP-Rh probe fluorescence polarization; inhibition, % at 5.9 µM; 0.16% of 320,000 active; AID 2174;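 active = inhibition above the mean of all tested compounds plus 3 SD, set per campaign, cut at about 14% in these data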;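 also: inhibitors block serine hydrolase probe labeling of LYPLA1 so polarization falls; 0% = enzyme with DMSO and 100% = wells lacking LYPLA1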
PAFAH1B3 inh – PAFAH1B3 (human) inhibition. recombinant PAFAH1B3, FP-rhodamine probe, fluorescence polarization. Q15102. inhibition, % at 3.39 µM. 0.28% of 340,000 active. AID 492972;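 active = inhibition above the screen-wide average of all tested compounds plus 3 SD, cut at about 25% in these data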;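 also: 0% = enzyme with DMSO only and 100% = wells lacking PAFAH1B3 protein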
EBNA-1 inhibitor – blocks EBNA-1 binding to DNA; EBNA-1 DNA binding, fluorescence polarization; inhibition, % at 14.8 µM; 0.34% of 300,000 active; AID 1950; in the data active = inhibition above about 28%
PREPL inhibitor – human PREPL enzyme inhibition; 0.68% of 320,000 active; inhibition, % at 5.96 µM; recombinant PREPL, fluorescence polarization activity-based probe; AID 2751; in the data active = inhibition above about 43%;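 also: 0% = enzyme with DMSO and 100% = wells lacking enzyme; many of its hits are not listed in these tables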
pPAFAH FP inh – inhibitors of human plasma PAF acetylhydrolase (pPAFAH); 1.5% of 330,000 active; AID 463082; Q13093; recombinant pPAFAH, FP-rhodamine probe fluorescence polarization; inhibition, % at 3.39 µM;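 active = inhibition above the mean inhibition across the screen plus 3 SD, cut at about 25% in these data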;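 also: inhibitors block binding of the rhodamine activity-based probe so polarization drops; 0% = enzyme with DMSO and 100% = wells lacking pPAFAH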
Target sequence (Q13093 whole entry, looked up): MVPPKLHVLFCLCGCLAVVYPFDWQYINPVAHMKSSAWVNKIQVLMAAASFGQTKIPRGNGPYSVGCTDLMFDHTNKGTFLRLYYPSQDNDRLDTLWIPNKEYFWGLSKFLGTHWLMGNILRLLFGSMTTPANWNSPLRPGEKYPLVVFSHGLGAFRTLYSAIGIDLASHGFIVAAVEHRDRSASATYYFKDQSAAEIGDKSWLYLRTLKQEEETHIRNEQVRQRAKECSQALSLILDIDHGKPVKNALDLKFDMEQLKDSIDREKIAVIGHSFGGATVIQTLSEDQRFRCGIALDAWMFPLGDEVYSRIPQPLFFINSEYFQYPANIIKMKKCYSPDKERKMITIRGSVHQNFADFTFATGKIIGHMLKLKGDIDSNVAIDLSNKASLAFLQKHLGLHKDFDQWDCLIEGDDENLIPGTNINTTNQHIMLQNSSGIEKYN
PAFAH1B2 FP inh – blocks human PAF acetylhydrolase 1b catalytic subunit 2 | inhibition, % at 3.39 µM | 1.2% of 340,000 active | P68402 | recombinant PAFAH1B2, FP-rhodamine activity probe, fluorescence polarization;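 active = inhibition above the mean of all tested compounds plus 3 SD, cut at about 24% in these data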;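 also: 0% = enzyme with DMSO and 100% = wells lacking PAFAH1B2; many of its hits are not listed in these tables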
Target sequence (P68402 whole entry, looked up): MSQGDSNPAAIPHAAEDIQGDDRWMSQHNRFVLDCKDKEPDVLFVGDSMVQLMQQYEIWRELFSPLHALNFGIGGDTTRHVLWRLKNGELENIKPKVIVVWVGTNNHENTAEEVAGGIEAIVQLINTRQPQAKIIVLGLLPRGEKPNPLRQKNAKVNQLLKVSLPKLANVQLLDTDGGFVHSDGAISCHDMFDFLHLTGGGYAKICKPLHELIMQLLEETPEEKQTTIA
ZTA DNA inh – ZTA (EBV) inhibition in EBNA-1 counter-screen. P03206. inhibition, % at 11 µM. ZTA-DNA binding, fluorescence polarization. AID 2234. 0.15% of 320,000 active; in the data active = inhibition above about 33%
Target sequence (P03206 whole entry, looked up): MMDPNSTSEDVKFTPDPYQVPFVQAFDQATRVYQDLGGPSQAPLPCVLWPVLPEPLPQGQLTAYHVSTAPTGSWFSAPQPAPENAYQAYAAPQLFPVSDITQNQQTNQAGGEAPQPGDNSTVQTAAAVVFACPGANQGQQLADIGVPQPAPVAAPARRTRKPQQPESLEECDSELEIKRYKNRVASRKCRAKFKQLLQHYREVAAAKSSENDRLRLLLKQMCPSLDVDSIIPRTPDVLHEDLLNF
* = called active by the depositor; x = not tested or not shown. The list is partial (hit frequency here may not be typical).

smiles,PAFAH1B3 inh,LYPLA1 inh,PAFAH1B2 FP inh,PAFAH2 inh,pPAFAH FP inh,LYPLA2 counter,EBNA-1 inhibitor,PREPL inhibitor,ZTA DNA inh
COc1ccccc1NC(=O)C1CCC(CNc2c(N3CCCCC3)c(=O)c2=O)CC1 (stereo not given),3.0,11.0,-0.8,-2.6,3.1,2.7,9.1,7.5,6.2
C=C(C)COc1ccc(-c2nc(N)nc(C(F)(F)F)c2-c2ccc(OC)cc2)c(O)c1,2.4,-7.1,6.2,3.2,7.2,-17.9,3.2,1.6,5.6
CCOC(=O)c1c(NC(=O)c2ccc(Cl)cc2)csc1C,-1.9,-1.2,0.3,-5.0,3.5,3.4,7.9,1.7,9.0
CCCc1cc(=O)[nH]c(SCc2cc(=O)oc3cc(C)c(C(C)C)cc23)n1,5.3,-1.7,6.7,0.8,9.7,-1.8,-4.3,1.7,5.5
c1ccc([C@H]2CN3C(=N2)Sc2ccccc23)cc1,-4.4,2.3,3.5,-0.4,-1.0,2.1,x,11.0,5.0
CCn1c(CSc2nnc(-c3ccoc3C)n2C)nc2cc(S(=O)(=O)N(C)C)ccc21,6.5,-0.8,-2.5,4.0,-2.2,7.7,-9.5,6.4,5.9
CCOC(CNC(=O)CN1C(=O)COc2ccc(S(=O)(=O)N3CCCC3)cc21)OCC,4.9,2.3,0.6,2.5,5.6,0.2,-5.7,2.9,-6.6
COCC(C)n1c(C)cc(C(=O)COc2ccc(C)nc2[N+](=O)[O-])c1C (stereo not given),4.0,-2.1,-0.5,0.2,0.3,2.3,3.1,9.7,-20.6
CCC(C)(C)C1CCC2(CC1)NC(=O)N(CC(=O)NCCOc1ccccc1)C2=O (stereo not given),11.5,-2.2,28.5*,9.5,-5.6,-7.3,x,-0.2,5.0
CCOC(=O)C(=O)/C(C#N)=C/Nc1ccc(Cl)cc1,7.2,-1.9,0.4,2.6,-2.2,-1.8,-9.0,-0.8,-6.2
O=C(CSc1nnc(CNc2ccc(F)cc2)o1)c1ccccc1,17.2,-0.2,-0.9,-2.9,2.6,2.9,-11.3,-0.9,4.9
CCn1cc(C(=O)O)c(=O)c2cnc(N3CCN(C(=S)NC(=O)c4ccc(OC)cc4)CC3)nc21,9.3,-1.5,-2.6,-3.2,-7.7,1.3,-5.2,6.5,-5.5
Cc1nnc(NC(=O)CSc2nnnn2Cc2ccccc2)s1,-1.7,5.8,5.7,6.5,2.5,5.8,2.6,1.5,1.6
CCOc1ccc(CCNC(=O)C2CCCN(S(C)(=O)=O)C2)cc1OCC (stereo not given),1.5,-1.9,2.7,0.5,5.3,0.2,11.4,-1.2,0.5
COc1ccc(N2C(=O)CN=C2Nc2cccc(C)c2C)cc1OC,-1.6,-3.4,-7.1,6.7,-12.0,-4.3,-15.1,3.5,-6.7
Oc1ccccc1/C=N/n1c(-c2cccs2)n[nH]c1=S,6.3,0.0,11.4,4.2,10.7,0.8,6.9,3.9,-17.3
COc1ccc2c(c1)C1NC(=S)NC(C)(O2)C1C(=O)Nc1ccc(Cl)cc1 (stereo not given),11.5,-2.2,1.3,0.1,3.3,-3.9,-12.2,-27.3,-0.9
C/C=C/Cn1c(SCc2ccc(C)cc2)nc2c1c(=O)[nH]c(=O)n2C,-4.9,-1.3,4.9,-1.4,11.9,1.8,-0.9,17.3,2.2
Cc1ccc(COc2ccc(/C=N/NC(=O)CN3CCCCC3)cc2)cc1,1.7,0.7,25.1*,3.5,5.2,7.4,-5.5,30.9,-2.3
Cc1ccc(S(=O)Cc2ccc(C(=O)N3CCN(C(=O)c4ccco4)CC3)o2)cc1 (stereo not given),8.7,1.2,-0.5,0.4,10.3,6.3,-2.7,1.4,6.3
Cc1ccc(S(=O)(=O)N(C)c2ccc(OCC(=O)N3CCCC(C(F)(F)F)C3)cc2)cc1 (stereo not given),-0.8,5.0,6.7,8.9,7.1,8.6,-6.6,2.6,-3.4
CCc1noc(C)c1C(=O)Nc1sc(C(=O)N(C)C)c(C)c1C#N,5.1,1.3,-2.3,2.1,-3.4,-6.3,1.0,7.5,6.4
O=C(Nc1ccc(Cl)c(C(F)(F)F)c1)c1ccncc1,7.9,-6.4,1.4,4.6,0.0,6.5,9.8,18.2,-0.2
O=S(=O)(Nc1ccncc1Cl)c1cccc(Cl)c1Cl,-7.5,-1.1,0.3,-0.4,-2.2,0.7,-10.2,0.5,-10.6
Cc1cc(NC(=O)CSc2nc(-c3ccccc3)c(C#N)c(=O)[nH]2)no1,7.0,0.7,1.5,-2.4,-1.2,5.2,4.0,6.4,-2.7
O=C(CNC(=O)c1ccccc1)OC(C(=O)c1ccccc1)c1ccccc1 (stereo not given),8.5,-1.8,6.8,9.2,6.1,-2.0,1.8,15.6,12.9
O=C1C=C(c2ccc(OC(F)(F)F)cc2)C[C@@H](c2ccc(Cl)cc2)C1,1.6,1.5,-1.2,-7.1,-2.1,-9.7,x,-6.2,7.1
COc1cc(/C=N/NC(=O)CCc2c(C)n[nH]c2C)cc(OC)c1OC,1.6,-3.3,2.2,-1.6,-0.2,3.5,-1.7,16.7,1.2
COc1cccc2[nH]c(C(=O)NN)c(N)c12,19.4,0.4,8.4,25.6,6.4,3.8,8.3,42.9,0.8
O=C(N/N=C/C1CC2CCC1C2)c1ccc2c(c1)OCO2 (stereo not given),3.5,0.4,3.0,-6.7,0.2,1.7,-6.3,24.9,4.2
CC(NC(=O)CN1CCc2ccccc21)c1ccccc1 (stereo not given),-10.3,-2.7,3.0,6.6,13.7,1.7,9.9,1.8,-17.3
CCN(CC)c1ccc(/C=N/N2CCN(Cc3ccc(Cl)cc3)CC2)c(O)c1,6.7,0.2,6.9,0.1,3.2,2.2,-2.2,-1.1,10.7
C(=N\c1c(-c2ccccc2)nc2n1CCS2)/c1ccccc1,-0.5,-1.9,5.5,4.8,1.8,-0.9,1.6,1.9,-4.7
Cc1ccc(C)c(C(=O)CCC(=O)NNC(=O)c2cccs2)c1,-5.3,x,5.0,3.8,-0.4,x,x,20.6,x
Cc1ccc(S(=O)(=O)N2CCCNCC2)cc1,4.6,0.7,4.7,10.3,5.1,-1.2,-1.0,20.1,-3.2
COC(=O)c1ccc(Nc2c([N+](=O)[O-])c(=O)oc3ccccc23)cc1,-2.3,0.9,7.4,7.9,6.5,4.7,-5.0,16.4,-11.6
CCCCNc1ncnc2c1nnn2Cc1ccccc1Cl,10.9,0.3,1.5,0.9,2.8,4.3,-8.8,-3.4,-3.6
CC(Sc1nnc(CC(=O)Nc2ccccc2F)n1C)C(=O)Nc1nccs1 (stereo not given),0.6,2.0,-1.4,3.6,-3.1,1.2,0.0,0.5,3.1
O=C(CSc1cc(Cl)ccc1Cl)NCC(=O)Nc1ccc(F)c(F)c1F,5.7,-0.8,4.3,-5.3,-4.3,1.6,2.5,-30.6,-0.6
Cc1csc(N2CCN(c3cc4nc(-c5ccncc5)[nH]c4cc3Cl)CC2)n1,7.3,-4.5,0.5,6.7,4.9,2.4,5.9,12.3,18.7
Cc1ccccc1N1CCN(C(=O)CN2C(=O)c3ccccc3C2=O)CC1,7.9,0.3,-1.2,-0.7,0.2,1.8,-8.0,16.1,-8.5
COc1cccc(NC(=O)OCCN2CCN(Cc3ccccc3)CCC2=O)c1,10.8,-0.2,2.0,4.8,-1.1,1.2,4.8,15.1,4.7
Cn1cc(S(=O)(=O)Nc2ccc(Cl)cc2Cl)c(=O)n(C)c1=O,-8.1,2.8,0.1,6.5,-1.2,5.2,7.4,6.9,-10.6
Cc1ccc(C(=O)NC(C)c2ccc(-n3ccnc3)cc2)cc1 (stereo not given),-7.7,-1.1,5.9,4.7,-2.0,8.2,-9.8,-4.3,-5.1
O=C(Nc1ccccc1-c1ccccc1)c1ccc(Br)o1,4.4,-6.2,9.6,-0.2,-7.9,-6.6,-13.3,-3.7,19.3
CCN(c1ccccc1)S(=O)(=O)c1cc([N+](=O)[O-])ccc1N,x,-1.4,x,x,3.4,2.1,-5.8,-15.3,1.8
S=c1[nH]nc(-c2cccnc2)n1/N=C/C=C/c1ccccc1,-6.6,-6.4,4.5,12.3,3.8,1.6,-2.9,6.9,-14.2
CN(CCC#N)C(=O)CSc1nnc(-c2c[nH]c3ccccc23)o1,-1.7,-1.3,0.6,-5.9,7.1,3.6,-5.0,-3.2,19.5

Shown with values under each structure: part of the list above
Values run as follows: PAFAH1B3 inh, LYPLA1 inh, PAFAH1B2 FP inh, PAFAH2 inh, pPAFAH FP inh, LYPLA2 counter, EBNA-1 inhibitor, PREPL inhibitor, ZTA DNA inh
- CCOc1ccc(CCNC(=O)C2CCCN(S(C)(=O)=O)C2)cc1OCC (stereo not given)
→ 1.5, -1.9, 2.7, 0.5, 5.3, 0.2, 11.4, -1.2, 0.5
- COc1ccc(N2C(=O)CN=C2Nc2cccc(C)c2C)cc1OC
→ -1.6, -3.4, -7.1, 6.7, -12.0, -4.3, -15.1, 3.5, -6.7
- Oc1ccccc1/C=N/n1c(-c2cccs2)n[nH]c1=S
→ 6.3, 0.0, 11.4, 4.2, 10.7, 0.8, 6.9, 3.9, -17.3
- COc1ccc2c(c1)C1NC(=S)NC(C)(O2)C1C(=O)Nc1ccc(Cl)cc1 (stereo not given)
→ 11.5, -2.2, 1.3, 0.1, 3.3, -3.9, -12.2, -27.3, -0.9
- C/C=C/Cn1c(SCc2ccc(C)cc2)nc2c1c(=O)[nH]c(=O)n2C
→ -4.9, -1.3, 4.9, -1.4, 11.9, 1.8, -0.9, 17.3, 2.2

Remaining list, next part:
smiles,PAFAH1B3 inh,LYPLA1 inh,PAFAH1B2 FP inh,PAFAH2 inh,pPAFAH FP inh,LYPLA2 counter,EBNA-1 inhibitor,PREPL inhibitor,ZTA DNA inh
Cc1oc(-c2ccc(Cl)cc2)cc1C(=O)/C(C#N)=C/Nc1cccc(OC(F)(F)F)c1,6.9,-3.7,6.4,3.3,-3.7,-1.2,4.5,-6.0,-0.5
O=C(CCC(=O)N1CCOCC1)Nc1nnc(C2CCCCC2)s1,0.9,3.8,3.6,5.4,0.6,4.9,-10.2,5.7,-9.7
O=C(CSc1ccc(-c2ccccn2)nn1)NC1CCCC1,3.9,3.1,2.9,2.2,6.9,-0.9,-3.1,3.8,30.4
COc1ccc(N(CC(=O)NCc2cccs2)S(=O)(=O)c2ccc(F)cc2)cc1,2.8,0.5,1.3,4.6,1.6,6.9,x,-8.8,-11.4
CN(C)/C=N/c1cc(=O)[nH]c(=O)n1Cc1ccccc1,6.5,1.4,3.6,4.7,4.8,-3.6,3.1,-1.6,-1.0
Cc1cc(C(=O)Nc2cccc(C)c2C)c2ccccc2n1,9.8,-0.8,4.3,4.5,5.1,7.7,12.7,-2.3,3.9
COc1ccccc1-c1nnc(SCc2nc3ccccc3[nH]2)n1C,8.8,-0.8,-1.9,-1.4,3.2,-7.1,10.2,-3.8,3.0
Cc1nc(N2CCOCC2)c2c(C)c(C(=O)Nc3ccccc3C(F)(F)F)sc2n1,0.5,-6.3,-2.4,4.3,1.6,-5.7,-10.4,7.7,-8.5
COc1ccc(-c2cnc3nc[nH]c(=O)c3n2)cc1,13.0,-2.2,8.8,7.0,0.4,3.3,-9.1,-5.3,-0.7
O=C(COC(=O)c1ccc(S(=O)(=O)N2CCCC2)cc1)NCc1ccc(Cl)cc1,8.3,4.2,-2.8,4.1,6.3,0.5,9.0,-4.8,-14.5
COCCOC(=O)C(CC(=O)O)NCc1ccco1 (stereo not given),0.9,-3.5,-1.2,1.4,-0.7,1.4,11.4,8.8,0.2
